TNAP act hiacc – TNAP (human) activation, high acceptor; purified TNAP, CDP-star luminescence, 1 M DEA, 30 min; hits give high values; 0 = EDTA background, 1 = DMSO-only activity; activation factor at 20 µM; 200,000 tested, under 10 active; AID 1136;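 active = activation factor at least 2 at 20 µM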
Target sequence (P05186 whole entry, looked up): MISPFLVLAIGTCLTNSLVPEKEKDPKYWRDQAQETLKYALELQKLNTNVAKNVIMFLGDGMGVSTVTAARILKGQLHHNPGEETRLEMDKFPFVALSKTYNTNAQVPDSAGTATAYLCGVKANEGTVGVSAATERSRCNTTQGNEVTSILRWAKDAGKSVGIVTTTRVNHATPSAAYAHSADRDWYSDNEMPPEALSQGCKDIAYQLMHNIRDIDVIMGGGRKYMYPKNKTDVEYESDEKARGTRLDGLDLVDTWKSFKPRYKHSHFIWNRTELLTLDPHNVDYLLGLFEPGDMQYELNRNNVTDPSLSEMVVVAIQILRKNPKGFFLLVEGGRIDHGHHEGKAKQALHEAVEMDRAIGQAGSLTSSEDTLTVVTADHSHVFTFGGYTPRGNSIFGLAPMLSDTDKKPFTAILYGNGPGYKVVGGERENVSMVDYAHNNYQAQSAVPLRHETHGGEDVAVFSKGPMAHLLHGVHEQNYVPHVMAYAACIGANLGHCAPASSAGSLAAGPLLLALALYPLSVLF
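Assay system: human TNAP; Input: enzyme diluted 1/800 final; Reagent: CDP-star luminogenic substrate at 100 µM final; Timing: 30 min, room temperature; Signal: luminescence; Evaluation: TNAP activation factor scaled between EDTA and DMSO control wells.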
bIAP act – intestinal alkaline phosphatase (bovine) activation. AID 1016. purified bovine IAP, CDP-star luminescence, 30 min; hits give high values; fold of DMSO-control signal, blank-subtracted. 0.17% of 200,000 active. activation factor at 20 µM;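 active = activation factor of 2 or more at 20 µM, a signal rise over negative controls twice the positive control's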
APP 5UTR inh – APP translation inhibition. SH-SY5Y APP 5'UTR-luciferase reporter, luminescence. inhibition, % at 2 µM. 0.82% of 190,000 active;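 active = inhibition above a set limit, derived from the sample mean plus 3 SD, cut at about 45% in these data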; also: values of inactives mirror those of a sister screen read the other way
RAM network inh – blocks the yeast RAM network; S. cerevisiae dse1pr::URA3 reporter, 5-FOA growth OD615, 2 d; analog-sensitive cbk1-as2 kinase mutant strain; inhibition, % at 50 µM; 1.8% of 190,000 active; AID 868;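 active = inhibition above a set limit, 3 SD over mean compound inhibition, cut at about 8.4% in these data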;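 also: 0% = DMSO-only wells with no growth and 100% = 10 µM 1-NA-PP1 full growth; inhibition rescues growth on 5-FOA so higher OD means more RAM inhibition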
FLuc inh counter – inhibits firefly luciferase, flagging false hits in luciferase inhibition screens; P08659; ATPLite firefly luciferase biochemical luminescence, 10 min; inhibition, % at 10 µM; 1.5% of 200,000 active;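 active = inhibition above about 50% when tested at 10 µM, limit read from the data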
Target sequence (P08659 whole entry, looked up): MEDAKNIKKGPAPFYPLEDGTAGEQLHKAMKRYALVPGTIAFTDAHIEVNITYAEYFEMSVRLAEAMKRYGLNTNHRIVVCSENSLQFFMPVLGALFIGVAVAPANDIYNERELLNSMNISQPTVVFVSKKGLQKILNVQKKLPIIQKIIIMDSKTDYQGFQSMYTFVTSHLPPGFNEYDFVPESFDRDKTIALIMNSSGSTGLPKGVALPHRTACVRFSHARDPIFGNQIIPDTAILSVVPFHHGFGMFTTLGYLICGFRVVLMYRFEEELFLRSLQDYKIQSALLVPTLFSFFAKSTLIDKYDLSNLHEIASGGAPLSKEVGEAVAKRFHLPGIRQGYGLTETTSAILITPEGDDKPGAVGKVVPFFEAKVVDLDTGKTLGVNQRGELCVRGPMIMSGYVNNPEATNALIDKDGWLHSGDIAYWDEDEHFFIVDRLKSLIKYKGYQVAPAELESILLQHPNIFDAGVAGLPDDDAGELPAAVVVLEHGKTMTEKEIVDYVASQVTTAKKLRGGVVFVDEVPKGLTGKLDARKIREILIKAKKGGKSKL
FLuc act counter – firefly luciferase counter-screen for stimulation assays | activation factor at 10 µM | AID 1027 | ATPlite luciferase biochemical, luminescence, 10 min; 0 = ATP-free wells, 1 = DMSO control | P08659 | 200,000 tested, under 10 active;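 active = luciferase activation factor, scaled between plate controls, of at least 2 with compound at 10 µM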
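System: Luciferase/luciferin detection reagent, cell-free biochemical luciferase assay | Medium: PBS buffer for ATP | Dosing: Test compounds dosed from 2 mM stocks in 100% DMSO | Timing: 10 min at ambient temperature | Signal: Luminescence measurement of luciferase light output | Evaluation: Luciferase activation, seen as luminescence increase over controls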
TNAP inh noacc – blocks human TNAP activity with no phosphate acceptor present; purified TNAP, CDP-star luminescence, 30 min; AID 1012; 0.26% of 200,000 active; P05186; inhibition, % at 20 µM;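 active = tissue-nonspecific alkaline phosphatase inhibition above about 50% at 20 µM in the single-dose screen, limit read from the data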;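 also: 0% = DMSO negative control and 100% = EDTA positive control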
bIAP inh – intestinal alkaline phosphatase (bovine) inhibition; purified bovine IAP, CDP-star luminescence, 30 min; inhibition, % at 20 µM; 190,000 tested, under 10 active;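 active = over 50% inhibition of intestinal alkaline phosphatase at 20 µM in the single-dose screen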
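Assay system – bovine IAP enzyme · Quantity – bovine IAP at 1/65,000,000 final dilution · Detection – CDP-star luminescence signal · Times – 30 min reaction at room temperature · Also added – CDP-star substrate at 30 µM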
L major viab – Leishmania major promastigote growth inhibition | Leishmania major promastigotes, resazurin fluorescence viability | inhibition, % at 10 µM | 9% of 200,000 active | AID 1063; in the data active = inhibition above about 50%;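 also: promastigotes grown with compound for 44 hours at 28 °C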
TNAP inh hiacc – inhibitors of human TNAP at high phosphate acceptor concentration; P05186; purified TNAP, CDP-star luminescence, 1 M DEA; 0.03% of 200,000 active; inhibition, % at 20 µM;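 active = over 50% inhibition of tissue-nonspecific alkaline phosphatase at 20 µM in the single-dose screen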;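 also: plate controls were DMSO wells for no effect and EDTA-quenched wells as full inhibition for full effect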
* hit, by the source's call; nt = no result given.

SMILES | TNAP act hiacc | bIAP act | APP 5UTR inh | RAM network inh | FLuc inh counter | FLuc act counter | TNAP inh noacc | bIAP inh | L major viab | TNAP inh hiacc
COC(=O)c1ccccc1NC(=O)c1cnn2c(C)cc(C)nc12 | 1 | 1.1 | -10 | 1.9 | -6 | 1.1 | 1 | -6 | 2 | -3
COCCn1cnc2c1c(=O)n(CC(=O)OCC(=O)NCC(F)(F)F)c(=O)n2Cc1ccccc1 | 1 | 0.9 | 6 | 1.0 | -4 | 1 | -17 | 6 | -1 | -3
Cn1ncc(Cl)c1C(=O)N/N=C/c1cc2c(cc1[N+](=O)[O-])OCO2 | 1 | 1 | 5 | -0.6 | -6 | 1.1 | -2 | -1 | 1 | 3
CCC(C)NC(=O)CC(c1ccc(OC)cc1)n1cccc1 (stereo not given) | 1.1 | 0.9 | 3 | 0.1 | -8 | 1.1 | -13 | 7 | 4 | -6
COc1ccc(C(=O)NCC(=O)N=Nc2c(O)n(Cc3ccccc3)c3ccccc23)cc1OC | 1 | 0.9 | 4 | 3.1 | -3 | 1 | -10 | 12 | 21 | -2
O=C(NNc1cccc(Cl)n1)Nc1cccc(Cl)c1 | 1 | 0.9 | 2 | 4.0 | -7 | 1.1 | 5 | 13 | 97* | 2
CC(NC(=O)COC(=O)/C=C/c1cccc(C(F)(F)F)c1)c1ccccc1 (stereo not given) | 1.1 | 0.9 | -9 | 1.6 | -6 | 1.1 | -9 | 10 | -4 | -5
CCOC(=O)c1ccc(NC(=O)C2CCCN(S(=O)(=O)c3cnc[nH]3)C2)cc1 (stereo not given) | 1 | 1 | 6 | 1.3 | 1 | 1 | -2 | 3 | -9 | -2
CC1Cc2nc(SCC(=O)NCc3ccco3)n(-c3ccccc3)c(=O)c2S1 (stereo not given) | 1 | 0.8 | -1 | 1.6 | -7 | 1.1 | -8 | 19 | -6 | 1
Cc1ccccc1N1C(S)=C(C#N)C(=O)NC12CCCCC2 | 1 | 1 | -12 | -0.5 | 3 | 1 | 3 | 0 | 51* | -2
CN(C)c1ccc(/C=N\Nc2nc(-c3ccccc3)cc(=O)[nH]2)cc1 | 1 | 1.2 | 5 | 2.2 | 44 | 0.6 | -19 | -21 | 2 | 4
Cc1cc(C)nc(NS(=O)(=O)c2cccs2)c1 | 1 | 1 | 8 | 0.9 | -3 | 1 | -3 | 4 | -7 | 0
CCCN1C(=O)/C(=C/c2ccc(N3CCOCC3)cc2)NC1=S | 0.8 | 0.8 | -11 | 6.2 | -5 | 1 | 22 | 24 | 8 | 19
NNC(=O)c1ccc(Cn2cc(Cl)cn2)cc1 | 1.1 | 0.9 | 1 | 0.8 | -8 | 1.1 | -12 | 11 | -8 | -8
CS(=O)(=O)c1ccc2nc(NC(=O)c3ccc(Cl)nc3)sc2c1 | 1 | 1.2 | 0 | 2.3 | 22 | 0.8 | -9 | -15 | 3 | 2
COC(=O)C1=NN(c2ccccc2)C2(S1)S/C(=C\c1ccccc1)C(=O)N2c1ccccc1 (stereo not given) | 1 | 0.9 | -4 | 6.1 | -4 | 1 | -6 | 12 | 5 | -4
CCOc1cc(C=O)ccc1OS(=O)(=O)c1ccc(NC(C)=O)cc1 | 1 | 0.8 | 21 | 1.6 | -6 | 1.1 | -18 | 18 | -4 | 4
O=C(c1ccco1)N1CCN(C(=O)C2CC(c3ccc(Cl)cc3)=NO2)CC1 (stereo not given) | 1 | 0.9 | -7 | 0.1 | -8 | 1.1 | 2 | 14 | -3 | -3
CC1CCC(C(C)C)C2=C1C(C#N)(C#N)C(C#N)(C#N)C(c1ccccc1)N2 (stereo not given) | 1 | 1 | -7 | 1.2 | -8 | 1.1 | -9 | 4 | 100* | 2
COC(=O)/C(C#N)=C/c1c(Oc2cc(C)cc(C)c2)nc2c(C)cccn2c1=O | 1 | 1.3 | -8 | 9.1* | -10 | 1.1 | 15 | -29 | 97* | -1
CCCCNC(=O)CSc1nc2ccccc2c(=O)n1Cc1ccc2c(c1)OCO2 | 1 | 1.1 | -5 | 0.9 | -2 | 1 | -12 | -9 | -4 | -4
Cc1ccc2nc(/C(C#N)=C/c3cn[nH]c3-c3ccc(F)cc3)[nH]c2c1 | 1 | 1.1 | 18 | 10* | -7 | 1.1 | -5 | -14 | 26 | -3
COCCn1c(SCC(=O)Nc2cc(C)cc(C)c2)nnc1C(C)C | 1 | 1.2 | 15 | 2.6 | -4 | 1 | -6 | -15 | -6 | 3
CS(=O)(=O)NN1C(=O)c2ccccc2NC1c1c[nH]c2ccccc12 (stereo not given) | 1 | 0.8 | -14 | 0.1 | -5 | 1 | -9 | 15 | -4 | -3
Nc1ccn(Cc2cccc(Cl)c2)n1 | 1 | 1.1 | -2 | -0.4 | -8 | 1.1 | -6 | -5 | -4 | -3
COc1cc2c(c(OC)c1)C(c1ccncc1)CC(=O)N2 (stereo not given) | 1 | 1 | -1 | 0.8 | -8 | 1.1 | -10 | 1 | -6 | -1
COc1ccc(CC(=O)NCc2ccc3c(c2)cc(C)n3C)cc1OC | 1 | 1 | -27 | 7.2 | -1 | 1 | -7 | -4 | -3 | -1
CC1=NOC(=O)/C1=C\c1ccc(-c2ccc(Br)cc2)o1 | 1 | 0.5 | 4 | 6.1 | -4 | 1 | -4 | nt | 62* | 3
CCc1nc(NCCCN2CCOCC2)c2oc3ccccc3c2n1 | 1 | 1 | -10 | 0.0 | -6 | 1.1 | -14 | 5 | 28 | -4
CC(=O)Nc1ccc(S(=O)(=O)N2CCN(C(=O)Cc3ccccc3)CC2)cc1 | 1 | 1 | 17 | 1.4 | -4 | 1 | -7 | 4 | -7 | 1
CCCCN(CC)C(=O)CSc1nc2ccccc2c(=O)n1CC1COc2ccccc2O1 (stereo not given) | 1 | 0.9 | 12 | 2.3 | -8 | 1.1 | -8 | 7 | 10 | -5
CCOc1ccc(-c2c(C)n([O-])c3c([n+]2=O)CCCCC3)cc1 | 1.1 | 1 | -6 | 1.0 | -3 | 1 | -11 | 2 | -10 | -5
C=CCSc1nc2ccccc2n1Cc1nnc(-c2cccs2)o1 | 1 | 1 | 13 | 1.1 | -4 | 1 | -11 | 2 | 21 | -4
O=C(Cn1cnc2c(nnn2-c2ccccc2)c1=O)N1CCC(Cc2ccccc2)CC1 | 1.1 | 0.9 | 2 | 3.2 | -5 | 1.1 | -11 | 10 | 8 | -5
C=CCn1c(SC2CCOC2=O)nc2scc(C3CC3)c2c1=O (stereo not given) | 1.1 | 0.9 | 5 | 3.6 | -6 | 1.1 | -15 | 9 | -4 | -6
CCCS(=O)(=O)NCCc1cc2ccc(C)cc2[nH]c1=O | 1 | 1 | -29 | 0.8 | -2 | 1 | -8 | 2 | -1 | -1
Cc1ccc(S(=O)(=O)N(C)c2ccc(OCC(=O)Nc3nc4c(ccc5ccccc54)s3)cc2)cc1 | 1 | 1 | 6 | 3.9 | -5 | 1.1 | -14 | 1 | 11 | 0
NC(=O)C1CC=CCC1C(=O)OCC(Cl)=C(Cl)Cl (stereo not given) | 1.1 | 1 | 1 | 0.5 | -7 | 1.1 | -7 | 5 | -7 | -5
CC(=O)NC(CCS(C)(=O)=O)C(=O)Nc1ccccc1C (stereo not given) | 1 | 1 | -2 | -0.3 | 0 | 1 | -5 | 5 | -4 | 3
C=CCNC(=O)C(=O)NCCCN1CCOCC1 | 1 | 1 | 6 | 2.4 | -1 | 1 | -4 | -4 | -5 | 2
CCCC(=O)C1=C(O)C(C(=O)OC)C(C)(C)CC1=N (stereo not given) | 1 | 0.9 | -2 | -0.5 | -6 | 1.1 | -12 | 10 | -1 | -1
COc1cccc(OC(=O)c2cc3ccccc3oc2=O)c1 | 1 | 1.1 | 15 | 0.7 | 20 | 0.8 | 0 | -7 | 13 | 2
CCC1(C)OCC(Cn2c3ccccc3c3ccccc32)O1 (stereo not given) | 1 | 1 | -8 | -0.4 | -7 | 1.1 | -6 | -3 | 2 | 1
Cc1nnc(SCC(=O)NC(=O)NC(C)C)s1 | 1.1 | 1 | -9 | 1.5 | -9 | 1.1 | -19 | -3 | -8 | -8
COc1ccc(CNC(=O)c2cnn3c(C(F)F)cc(C)nc23)cc1 | 1 | 1 | -6 | -0.2 | -5 | 1 | -13 | 0 | 0 | -3
N#CC12CCCCC1CC1CCCCC1(C#N)N2Cc1cccnc1 (stereo not given) | 1 | 1 | -6 | 1.2 | -4 | 1 | 13 | -3 | -9 | 2
COCCN(C(=S)Nc1ccc(OC)cc1)C1CCN(C(C)=O)CC1 | 1.1 | 1 | 5 | 2.2 | -8 | 1.1 | -8 | 5 | 42 | -5
COc1ccc(/C(=C/c2ccc(OC(F)F)c(OC)c2)C(=O)O)cc1OC | 1 | 0.9 | -16 | 0.0 | -3 | 1 | -10 | 14 | -2 | 1
O=C(Cn1ncn2c(cc3ccccc32)c1=O)NCCC1=CCCCC1 | 1 | 1 | -1 | 5.0 | -5 | 1.1 | -12 | 3 | 1 | 0
N#CC1=C(N)Oc2cc(N)ccc2C1c1cccnc1 (stereo not given) | 1 | 1 | -17 | 1.8 | -5 | 1.1 | -13 | 4 | -7 | -2
COc1cccc(N=Nc2c(=O)[nH]n3c(C)cc(C)nc23)c1 | 0.8 | 0.8 | 13 | 1.5 | -2 | 1 | 12 | 22 | 1 | 16
COc1ccccc1Nc1nc(-c2cccc([N+](=O)[O-])c2)nc2ccccc12 | 1 | 0.9 | -1 | 1.2 | -5 | 1 | -9 | 13 | 18 | -5
CCOC(=O)N1CCN(S(=O)(=O)c2cc([N+](=O)[O-])c(C)cc2C)CC1 | 1 | 0.9 | -10 | -0.6 | 1 | 1 | -2 | 8 | -2 | 2
O=c1oc2c3c4c(cc2c(C(F)(F)F)c1CCN1CCOCC1)CCCN4CCC3 | 1.1 | 1 | -6 | 1.5 | -10 | 1.1 | -14 | -4 | 31 | -7
O=C(Nc1ccccc1)C1=C[C@H](c2coc3ccccc3c2=O)C[C@H](OCCCCO)O1 | 1.1 | 1 | -3 | 2.2 | -6 | 1.1 | -10 | -2 | -6 | -6
O=C(NCCN1CCOCC1)C1CCN(S(=O)(=O)N2CCCCC2)CC1 | 1 | 1 | -2 | 0.7 | -2 | 1 | -11 | 3 | -3 | 0
CN1C(=O)/C(=C/c2ccccc2OCc2cccc(F)c2)NC1=S | 1 | 0.8 | -6 | 11* | -2 | 1 | -5 | 17 | 7 | 5

Shown as a markdown table: entries from further up.
| SMILES | TNAP act hiacc | bIAP act | APP 5UTR inh | RAM network inh | FLuc inh counter | FLuc act counter | TNAP inh noacc | bIAP inh | L major viab | TNAP inh hiacc |
| --- | --- | --- | --- | --- | --- | --- | --- | --- | --- | --- |
| O=C(Nc1ccccc1)C1=C[C@H](c2coc3ccccc3c2=O)C[C@H](OCCCCO)O1 | 1.1 | 1 | -3 | 2.2 | -6 | 1.1 | -10 | -2 | -6 | -6 |
| O=C(NCCN1CCOCC1)C1CCN(S(=O)(=O)N2CCCCC2)CC1 | 1 | 1 | -2 | 0.7 | -2 | 1 | -11 | 3 | -3 | 0 |
| CN1C(=O)/C(=C/c2ccccc2OCc2cccc(F)c2)NC1=S | 1 | 0.8 | -6 | 11* | -2 | 1 | -5 | 17 | 7 | 5 |

Compound activity deposited in PubChem BioAssay by several laboratories.
